HTRA1 inh: inhibitors of human serine peptidase HTRA1; AID 504803; hit rate 0.5% among 340,000; inhibition, % at 5.96 µM; recombinant HTRA1, FP-rhodamine activity-based probe, fluorescence polarization; in the data active = inhibition above about 36%;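 also: 0% = enzyme with DMSO and 100% = wells lacking enzyme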
ARFGAP1 inhibitor: inhibits rat ARF GTPase activating protein 1; Q62848; Arfgap1-stimulated ARF1 GTP hydrolysis, GDP FP detection; inhibition, % at 16.5 µM; hit rate 0.26% among 360,000; AID 651572;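 active = inhibition above a per-plate limit, mean inhibition of low control wells plus 3 SD, cut at about 25% in these data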;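 also: 0% = DMSO wells with enzyme and 100% = wells lacking Arfgap1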
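System: truncated rat Arfgap1 GAP domain / Benchmarks: high control wells lacking Arfgap1, low control full reaction with DMSO / Times: compound-enzyme preincubation 20 min, reaction 120 min, detection 60 min, 25 °C / Repeats: one replicate per compound / Also added: human ARF1(Δ1-17)-GTP substrate / Measured by: Tracer-displacement fluorescence polarization with EDTA stop, 620/688 nm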
ASAP1 inh: blocks human ASAP1-stimulated Arf1 GTP hydrolysis; Q9ULH1; GDP FP detection; inhibition, % at 16.5 µM; hit rate 0.19% among 360,000; AID 624377; in the data active = inhibition above about 25%;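 also: 0% = vehicle with enzyme and substrate and 100% = no enzyme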
Rev-erbA mod: Rev-erb alpha (human) modulation; P20393; Rev-erbα–FITC-DNA binding, fluorescence polarization, 90 min; activity, % at 10 µM; hit rate 0.79% among 370,000;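 active = activity above about 14%, limit read from the data; passing the limit was not always enough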;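 also: 0% = DMSO wells with 35 nM protein and 100% = DMSO wells with 750 nM protein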
rCAG RNA binder: binds r(CAG) RNA repeats; r(CAG) RNA repeat, TO-PRO-1 dye displacement fluorescence; hit rate 1.3% among 370,000; inhibition, % at 3 µM;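 active = inhibition above the plate cutoff, the mean of all test compounds on that plate plus 3 SD, cut at about 35% in these data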;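 also: 0% = DMSO alone and 100% = 100 µM mitoxantrone as full dye displacement; higher means more dye released from RNA so lower well fluorescence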
PG9 binder: binds the HIV-1 gp120 antibody PG9; TR-FRET gp120-PG9 antibody binding; inhibition, % at 6.7 µM; hit rate 0.43% among 360,000; in the data active = inhibition above about 8.5%
ABHD4 inh: ABHD4 (mouse) inhibition, primary FP screen; Q8VD66; purified mABHD4, FP-Rh probe fluorescence polarization; inhibition, % at 8.92 µM; hit rate 0.54% among 370,000; AID 720543;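 active = inhibition exceeding the mean over every tested compound plus 3 SD, cut at about 30% in these data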;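 also: 0% = plate median of compound wells and 100% = S159A mutant with DMSO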
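Material: mouse ABHD4 enzyme, wild type; Benchmarks: S159A mutant high control, sample median low control; Buffer or medium: HEPES pH 7.0, NaCl, Pluronic buffer; Signal: fluorescence polarization; Read-out: percent inhibition of probe binding, normalized to plate controls; Timing: pre-incubation 45 min, probe exposure 60 min, at 25 °C; Dosing: 8.92 µM, single dose.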
NPR1 activator: GC-A (human) enzyme activation. P16066. hit rate 0.14% among 370,000. activation, % at 10 µM. AID 1671463. HEK293 GC-A cells, cGMP TR-FRET, EC30 ANP; 0% at EC30 ANP, 100% saturating ANP; in the data active = activation above about 40%
SMARCA2 activ: SMARCA2 function activation, primary screen; hit rate 1% among 370,000; activation, % at 9.1 µM; MG213 cells, MMTV-luciferase reporter, dexamethasone, overnight; in the data active = activation above about 7.8%;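 also: 0% = vehicle wells and 100% = reference activator wells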
GC-B act: GC-B (human) receptor activation; P20594; HEK293-GC-B cells, CNP EC30, cGMP TR-FRET; 0% at EC30 CNP, 100% saturating CNP; activation, % at 10 µM; hit rate 0.11% among 370,000; AID 1920062;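 active = activation at 10 µM reaching about 35% in either raw or pattern-adjusted values, limit read from the data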
Target sequence (P20594 whole entry, looked up): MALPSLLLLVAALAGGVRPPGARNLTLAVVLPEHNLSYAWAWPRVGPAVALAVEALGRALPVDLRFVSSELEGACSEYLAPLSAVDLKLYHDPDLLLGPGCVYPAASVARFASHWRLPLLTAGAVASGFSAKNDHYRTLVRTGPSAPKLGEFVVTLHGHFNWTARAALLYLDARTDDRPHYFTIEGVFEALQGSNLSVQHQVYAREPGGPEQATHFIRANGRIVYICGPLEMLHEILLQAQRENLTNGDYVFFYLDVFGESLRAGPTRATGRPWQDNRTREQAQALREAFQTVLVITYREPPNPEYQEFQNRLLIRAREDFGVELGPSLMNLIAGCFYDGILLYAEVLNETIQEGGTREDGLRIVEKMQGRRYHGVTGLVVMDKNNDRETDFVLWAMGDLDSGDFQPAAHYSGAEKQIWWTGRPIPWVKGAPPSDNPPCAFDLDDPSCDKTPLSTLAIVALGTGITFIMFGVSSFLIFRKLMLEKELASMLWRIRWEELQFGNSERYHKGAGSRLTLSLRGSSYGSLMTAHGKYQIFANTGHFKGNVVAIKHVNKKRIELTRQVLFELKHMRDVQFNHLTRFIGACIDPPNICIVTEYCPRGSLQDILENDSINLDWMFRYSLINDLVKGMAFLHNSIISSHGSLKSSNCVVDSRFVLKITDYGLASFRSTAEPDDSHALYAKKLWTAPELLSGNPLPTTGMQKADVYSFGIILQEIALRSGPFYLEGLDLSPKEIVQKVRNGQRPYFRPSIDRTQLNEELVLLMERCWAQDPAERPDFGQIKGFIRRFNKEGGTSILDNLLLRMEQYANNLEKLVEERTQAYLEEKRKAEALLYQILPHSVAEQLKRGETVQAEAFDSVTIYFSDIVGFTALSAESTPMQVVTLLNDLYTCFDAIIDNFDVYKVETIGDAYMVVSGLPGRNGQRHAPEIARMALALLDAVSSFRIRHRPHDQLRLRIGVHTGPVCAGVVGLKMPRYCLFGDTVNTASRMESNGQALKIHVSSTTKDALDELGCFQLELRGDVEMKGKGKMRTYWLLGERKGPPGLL
* hit, by the source's call; / = no result given.

SMILES | HTRA1 inh | ARFGAP1 inhibitor | ASAP1 inh | Rev-erbA mod | rCAG RNA binder | PG9 binder | ABHD4 inh | NPR1 activator | SMARCA2 activ | GC-B act
COc1ccc(NS(=O)(=O)c2cccc(C(=O)NCC(c3ccco3)N3CCCC3)c2)cc1 (centres undefined) | -4 | 16 | -5 | 4 | -3 | -2.6 | 2 | -5 | -2 | 9
CCCCNC(=O)CCn1nc(-c2ccc(Cl)cc2)ccc1=O | -3 | -7 | -13 | -4 | -6 | -2.0 | -6 | -5 | -3 | -5
Cc1cc(C)c2nc(SCC(=O)N3CCCCC3)c(C#N)cc2c1 | 4 | -2 | 5 | 27* | -2 | -1.2 | 0 | -3 | 0 | -2
CC(=O)NS(=O)(=O)c1cccnc1Nc1ccc(Cl)cc1 | 2 | -7 | 4 | 1 | 2 | 0.0 | 0 | 3 | 1 | -8
CCOc1cc(/C=C2\CCC/C(=C\c3cc(Cl)c(O)c(OCC)c3)C2=O)cc(Cl)c1O | 11 | 15 | -12 | -6 | 14 | -0.1 | 5 | -10 | 1 | -11
COc1cccc(OC[C@@H](O)CN2CCC(C(O)(c3ccccc3)c3ccccc3)CC2)c1 | / | / | / | -6 | -1 | / | 7 | -15 | -4 | -12
CC(=O)NS(=O)(=O)c1ccc(N=c2ssc3c2-c2ccc(C)cc2NC3(C)C)cc1 | 3 | -10 | -11 | -5 | 61* | 1.0 | 16 | 2 | 3 | 5
O=C(O)CC(SCC(=O)Nc1ccc(Cl)c(S(=O)(=O)N2CCOCC2)c1)C(=O)O (centres undefined) | -5 | 3 | 0 | -4 | 2 | 0.0 | -10 | 0 | 1 | -3
COc1ccc(OC)c(NC(=S)NN2CCOCC2)c1 | 6 | 11 | 10 | 0 | 2 | -2.4 | -2 | 3 | -1 | 0
CCOc1cccc2sc(N(CCCN(C)C)C(=O)Cc3ccccc3)nc12 | 4 | -2 | -14 | -9 | 1 | 1.0 | 2 | 1 | 0 | 6
O=C1C=C(NCc2ccccc2)c2ccccc2C1=O | 8 | -5 | 6 | -5 | 4 | -4.2 | 8 | -7 | -6 | 2
O=C(NNc1ccc([N+](=O)[O-])cc1)c1ccco1 | 3 | 11 | 0 | -3 | 2 | -3.0 | 9 | -1 | 1 | 2
COCCN(C(=O)CNC(=O)c1ccco1)C(C(=O)NC1CCCC1)c1ccccc1 (centres undefined) | 2 | 9 | 2 | -1 | -4 | 0.1 | 4 | -4 | -3 | 0
CC(=O)N(CCCCN1C(=O)c2ccccc2C1=O)c1ccc(C)cc1 | 4 | 2 | 2 | 3 | -7 | 0.2 | 4 | -4 | -1 | -8
COCCOc1nc2c(c(=O)n(C)c(=O)n2C)n1CCc1ccccc1 | 2 | 5 | 7 | 5 | -3 | -0.5 | -11 | -5 | -1 | 4
COc1ccc(/C=N/NC(=O)CN(C2=NS(=O)(=O)c3ccccc32)c2ccccc2)cc1 | -6 | -8 | -9 | 2 | 8 | 1.2 | 5 | -3 | -4 | -13
C=COCCNC(=O)C(=O)NCC(C)C | 4 | 1 | 9 | -1 | -1 | -0.4 | 11 | 1 | -1 | 7
O=C(NC(=S)Nc1nc2c(s1)CSc1ccccc1-2)c1ccccc1 | -28 | -11 | 1 | 3 | 13 | -1.7 | -13 | 5 | -2 | -4
Cc1ccc(CN2CCN(/N=C/c3ccc(C)s3)CC2)c(C)c1 | -6 | -1 | 1 | 0 | -6 | -0.4 | 2 | 5 | -2 | -4
CC(C)(C)C1CCc2c(sc3ncn(N)c(=N)c23)C1 (centres undefined) | -1 | 0 | 5 | 0 | 12 | -1.2 | 0 | 8 | 2 | -2
O=C(COc1ccccc1[N+](=O)[O-])NCC1(N2CCOCC2)CCCCC1 | 3 | -13 | -3 | 3 | 0 | 0.1 | -4 | 1 | -2 | 0
CCN(CC)CCCOc1ccc(C)cc1Br | 1 | -2 | -1 | -4 | -1 | -0.3 | 10 | -1 | 0 | -11
CC(=O)c1ccccc1NC(=O)COC(=O)c1cc(C)oc1C | 0 | 13 | -14 | -5 | 3 | -0.2 | -1 | -2 | 0 | -1
Cc1sc(-c2ccncc2)nc1OC(=O)c1ccc(Cl)cc1 | 6 | 3 | -4 | / | -2 | 1.5 | -12 | / | -1 | /

With a hit mark in Rev-erbA mod (from the list above):
Structure | HTRA1 inh | ARFGAP1 inhibitor | ASAP1 inh | Rev-erbA mod | PG9 binder | NPR1 activator | SMARCA2 activ | GC-B act
Cc1cc(C)c2nc(SCC(=O)N3CCCCC3)c(C#N)cc2c1 | 4 | -2 | 5 | 27* | -1.2 | -3 | 0 | -2

(list continues)
SMILES | HTRA1 inh | ARFGAP1 inhibitor | ASAP1 inh | Rev-erbA mod | rCAG RNA binder | PG9 binder | ABHD4 inh | NPR1 activator | SMARCA2 activ | GC-B act
O=C(CNC(=O)c1cc2c(n(-c3ccccc3)c1=O)CCCC2=O)c1ccccc1 | 2 | 11 | 1 | 5 | -1 | -0.1 | -1 | 1 | -2 | -2
CCCCN(CCCC)CCNC(=O)c1cn(CC)c2ccc(S(=O)(=O)N3CCCC3)cc2c1=O | 5 | 7 | 10 | 0 | -5 | -0.8 | -12 | 2 | 0 | 1
O=C(Cn1nc(-c2ccccc2)oc1=O)OCC(=O)c1ccc(F)c(F)c1 | -3 | -12 | -10 | -8 | 3 | -1.5 | 2 | -1 | 6 | -1
CC(=O)C1CCC2C3CCC4=CC(=O)C=CC4(C)C3CCC12C (centres undefined) | -2 | 4 | -21 | -2 | -1 | -1.3 | 0 | 0 | 2 | 0
CCN(CC)c1ccc(C(=O)N/N=C(\C)c2ccc(O)cc2)cc1 | -10 | -5 | 7 | -1 | 3 | -3.0 | 11 | -3 | -2 | 2
O=C(Nc1ccc2c(c1)OCO2)c1csc([C@@H]2C[C@H](O)[C@@H](CO)O2)n1 | / | 0 | 5 | -10 | 3 | -3.6 | 1 | 4 | -1 | 2
O=Cc1ccc(OC(=O)C2CC(=O)N(c3ccc(F)cc3)C2)cc1 (centres undefined) | 5 | 8 | -2 | -5 | 2 | 0.2 | 5 | -2 | 3 | -2
O=C(O)c1cccc2cccnc12 | 7 | -9 | 6 | -3 | 2 | -1.1 | 0 | 2 | 0 | 2
CCCOc1ccccc1Cn1c(=O)oc2ccc(C)cc21 | -46 | -14 | -8 | -1 | -3 | 1.3 | -15 | -13 | -3 | -6
O=C1CCc2cc(S(=O)(=O)N3CCC(C(=O)NC4CCCCCCC4)CC3)ccc2N1 | 0 | -2 | 12 | -2 | 0 | -0.2 | 8 | -3 | -1 | -1
O=C(NCc1ccccc1)C1Cc2c(-c3cccc(F)c3)ccnc2O1 (centres undefined) | / | 7 | -1 | 1 | 2 | 1.9 | 8 | 2 | -4 | 1
CCOC(=O)C=C1CCN(c2ncc(C(F)(F)F)cc2Cl)CC1 | -3 | -3 | -7 | -2 | -1 | 1.5 | 4 | 1 | -2 | 7
COc1ccccc1OCCCOc1ccc(/C=C2\SC(=O)NC2=O)cc1OC | -32 | -16 | 2 | 11 | 32 | -1.4 | -10 | 1 | -2 | -11
Cc1noc(C)c1COC(=O)c1cc(F)c(F)cc1Cl | -3 | 8 | -4 | 2 | -3 | 0.4 | 1 | 6 | -6 | 0
COCCSc1ccccc1C(=O)NCCc1ccccc1 | 8 | 0 | 11 | 3 | -4 | -1.0 | 0 | -1 | 5 | 0
CCC1=C(NCc2ccccc2)COC1=O | 3 | 8 | -1 | 3 | 3 | 0.2 | -2 | 4 | -2 | 6

Compound profiles, as listed above. Order of screens: HTRA1 inh	ARFGAP1 inhibitor	ASAP1 inh	Rev-erbA mod	rCAG RNA binder	PG9 binder	ABHD4 inh	NPR1 activator	SMARCA2 activ	GC-B act
`O=C1CCc2cc(S(=O)(=O)N3CCC(C(=O)NC4CCCCCCC4)CC3)ccc2N1` is listed with 0	-2	12	-2	0	-0.2	8	-3	-1	-1
`O=C(NCc1ccccc1)C1Cc2c(-c3cccc(F)c3)ccnc2O1` (centres undefined) is listed with /	7	-1	1	2	1.9	8	2	-4	1
`Cc1noc(C)c1COC(=O)c1cc(F)c(F)cc1Cl` is listed with -3	8	-4	2	-3	0.4	1	6	-6	0
`COc1ccccc1OCCCOc1ccc(/C=C2\SC(=O)NC2=O)cc1OC` is listed with -32	-16	2	11	32	-1.4	-10	1	-2	-11

The listing continues.
Sequence of screens: HTRA1 inh	ARFGAP1 inhibitor	ASAP1 inh	Rev-erbA mod	rCAG RNA binder	PG9 binder	ABHD4 inh	NPR1 activator	SMARCA2 activ	GC-B act
CC(C)(C)C(=O)OCOC(=O)[C@@H]1N2C(=O)[C@@H](N=CN3CCCCCC3)[C@H]2SC1(C)C
→ 5	5	11	5	0	1.3	1	5	-3	2
C=CCNC(=O)c1onc(CSc2ccc(F)cc2)c1C(=O)NCC=C
→ -2	-8	16	-7	-9	-2.0	2	1	1	4
CC(=O)Cc1nsc(NC(=O)c2oc(-c3ccccc3Cl)cc2C)n1
→ -23	8	-15	6	8	-0.2	1	7	-4	-4
O=C(C[C@@H]1C/C=C\C[C@H](NC(=O)OCC2c3ccccc3-c3ccccc32)C(=O)OC[C@H]2CCCN2C1=O)N[C@H](CO)Cc1ccccc1
→ -5	1	6	-2	8	-1.6	3	2	-3	-1
Cc1cc(C(F)(F)F)n2nc(-c3cnn(C)c3C(F)(F)F)c(Cl)c2n1
→ -3	-12	0	-1	2	-0.8	-10	-5	-1	1
O=C(CSc1nc2ccccc2[nH]1)Nc1c(F)cccc1F
→ 5	12	-4	-1	-3	-0.1	-3	1	-4	6
O=C(C[n+]1ccc(C(=O)NCc2ccccc2)cc1)c1ccc(F)cc1
→ /	-2	-5	-1	2	-1.3	-15	3	-1	-12
CCN(CC(=O)Nc1c(F)cccc1F)C(=O)c1ccc(Cl)c(S(=O)(=O)N2CCCCC2)c1
→ 3	14	5	0	-3	1.4	-2	-1	-1	1
COc1cc2cc(CCCOC(=O)c3cc(OC)c(OC)c(OC)c3)oc(=O)c2cc1OC
→ 8	8	8	1	-4	-1.2	5	0	0	-8
COc1cc(NC(=O)c2c(Cl)cnn2C)c(OC)cc1Cl
→ -2	-1	-5	7	-3	1.0	3	-6	-3	-3
CSc1ccc(C2c3[nH]c4ccccc4c3CCN2C(=O)c2ccnn2C)cc1 (centres undefined)
→ -28	13	1	4	1	0.9	4	8	4	12
c1cnc2c(-c3ccc4nccn4c3)cccc2c1
→ /	-7	-4	-22	5	-1.4	-1	-2	3	1
Nc1nc(SCC(=O)Nc2cc(Cl)c(Cl)cc2Cl)n[nH]1
→ -1	16	-2	-4	4	-0.9	1	-1	-1	2
COc1cccc(C(=O)N2c3cc(C)ccc3OCC2C(C)(C)C)c1 (centres undefined)
→ -2	7	14	3	-3	0.2	-5	-16	-2	-8
Cc1ccc(/C=N/n2c(C)nnc2C)s1
→ -4	9	-3	10	0	0.7	2	1	0	-1
Cc1cccc(C(=O)OC2CCCN(C)C2)c1C (centres undefined)
→ -4	7	1	9	-5	0.3	2	6	6	3

Screening results deposited in PubChem BioAssay by several laboratories.

Compounds were not picked by outcome; overall some 4.4% were active at least once.
